From PubChem BioAssay
Pf growth 96h: inhibits malaria parasite growth, 96 h | P. falciparum luciferase reporter growth, 96 h | Potency, µM (titrated, usually from 28.7 µM), without a hit: at the top dose activity change, negative = inhibition, most hits filed as inhibitors | 6.9% of 320,000 active | AID 504834; also: potency is read from the fitted curve at half-maximal effect; % is scaled to controls: 0 for no effect and ±100 for the full control effect
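P. falciparum expressing integrated firefly luciferase, in erythrocytes at 2% hematocrit, 0.05% parasitemia, incubated with compounds 96 h at 37 C, 5% CO2. Growth inhibition read as loss of luminescence; two-generation exposure targets delayed-death apicoplast inhibitors.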
Pf growth 48h: inhibits P. falciparum growth in the first generation, 48 h; P. falciparum luciferase growth in erythrocytes, 48 h; Potency, µM (highest dose often 28.7 µM), for the others: top-dose activity change, negative = inhibition, hits mostly inhibitors; 5.9% of 310,000 active; AID 504832; also: potency is read from the fitted curve at half-maximal effect; % is scaled to controls: 0 for no effect and ±100 for the full control effect
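Compounds are pin-transferred into medium, infected erythrocytes (2% hematocrit, 0.1% parasitemia final) are added, and plates sit one parasite generation at 37 C in 5% CO2. Detection reagent is then added and luminescence measured.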
Shiga toxin inh: Shiga toxin inhibition; inhibition, % at 38.7 µM; Vero cells, Shiga toxin protein synthesis inhibition reporter; 9.2% of 290,000 active; in the data active = inhibition mostly above about 28%, no sharp cut-off; inactive = mostly below about 43%; also: 0% is about no effect
CHX counter: counter-screen hit for Shiga toxin inhibitors, cycloheximide; cell reporter, cycloheximide protein synthesis inhibition counterscreen; max response, %; 12% of 300,000 active; AID 2314; in the data active = max response mostly above about 13%, no sharp cut-off; inactive = mostly below about 14%; also: read at 38.3 µM for the half of the compounds with a filed dose; 0% is about no effect
AMA1 RON2 block: AMA1-RON2 (P. falciparum) interaction inhibition | AlphaScreen AMA1-biotinylated RON2 peptide binding | Potency, µM (titrated, usually from 58.2 µM), without a hit: at the top dose activity change, negative = inhibition, usual class: inhibitors | 0.2% of 360,000 active;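 also: potency is read from the fitted curve at half-maximal effect; 0% = vehicle wells and -100% = peptide control; nearly all actives have a fitted effect of over 45% in size; some results filed as inactive show a strong effect at the top dose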
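AMA1 (3D7) with his tag at 25 nM final met compounds first, then biotinylated RON2 peptide at 25 nM; detection used donor plus acceptor beads, 10 µg/mL apiece, read by AlphaScreen after 30 min at room temperature.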
LmPK inhibitor: blocks Leishmania mexicana pyruvate kinase activity; Q27686; purified LmPK, Kinase-Glo ATP luminescence, 1 h; Potency, µM (doses to about 57.5 µM), inactives show at the top dose activity change, negative = inhibition, hits mostly inhibitors; 0.37% of 290,000 active; also: potency is read from the fitted curve at half-maximal effect; % is scaled to controls: 0 for no effect and ±100 for the full control effect
Target sequence (Q27686 whole entry, looked up): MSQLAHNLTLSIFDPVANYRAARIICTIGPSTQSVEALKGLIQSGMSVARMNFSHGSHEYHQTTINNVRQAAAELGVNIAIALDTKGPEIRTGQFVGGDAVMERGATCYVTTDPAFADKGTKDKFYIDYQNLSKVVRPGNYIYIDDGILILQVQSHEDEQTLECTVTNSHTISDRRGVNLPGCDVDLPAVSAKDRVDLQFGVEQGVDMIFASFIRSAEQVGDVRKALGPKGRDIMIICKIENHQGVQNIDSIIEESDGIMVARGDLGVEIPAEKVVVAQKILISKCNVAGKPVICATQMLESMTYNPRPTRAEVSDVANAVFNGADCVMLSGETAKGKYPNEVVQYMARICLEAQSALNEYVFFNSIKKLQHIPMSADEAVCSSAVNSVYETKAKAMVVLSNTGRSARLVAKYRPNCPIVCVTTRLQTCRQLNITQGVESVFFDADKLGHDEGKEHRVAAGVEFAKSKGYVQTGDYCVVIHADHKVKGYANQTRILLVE
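Kinase-Glo luminescence read after 1 h RT reaction of 0.1 nM LmPK with 0.5 mM PEP and 0.1 mM ADP. Activity scaled between uninhibited and enzyme-free controls.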
Tb PYK inh: T. brucei pyruvate kinase inhibition | 0.12% of 410,000 active | Q57TT1 | Potency, µM (top dose mostly 76.8 µM), without a hit: top-dose activity, negative = inhibition, hits mostly inhibitors | TbPYK enzyme, Kinase-Glo Plus ATP luminescence, 45 min; also: potency is read from the fitted curve at half-maximal effect; % is scaled to controls: 0 for no effect and ±100 for the full control effect; nearly all actives have a fitted effect of over 50% in size
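Assay buffer: 50 mM TEA pH 7.2, 100 mM KCl, 10 mM MgCl2, 0.05% BSA, 0.01% Tween-20. Pyruvate kinase from T. brucei plus substrate met compound, then ADP (130 uM final). Luminescence was read post 45 min RT.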
* hit, by the source's call; u = inconclusive; x = no result given; & = joins results of further samples; [ ] = remark or other dose. Unless noted, calls follow the shape of the dose curve; as a rule, active = well fitted curve in the direction sought with a large enough effect; inconclusive = small, poorly fitted or top-dose-only effect, or another doubt; inactive = no such curve, though single readings can be large; an effect the other way counts as inactive or inconclusive. Hits appear at their usual frequency, and some 21% of all compounds hit somewhere here.

SMILES	Pf growth 96h	Pf growth 48h	Shiga toxin inh	CHX counter	AMA1 RON2 block	LmPK inhibitor	Tb PYK inh
COc1ccc(CCNC(=O)COc2ccc(N(C)S(=O)(=O)c3ccc(Cl)cc3)cc2)cc1	u	u	-1	8	-1%	13%	1%
COCCN(Cc1cccs1)S(=O)(=O)c1csc(C(N)=O)c1	u	7%	10	-1	-2%	-9%	1%
Cc1ccc(S(=O)(=O)N2CCN(C(=O)COC(=O)/C=C/c3ccccc3[N+](=O)[O-])CC2)c(C)c1	27%	-3%	x	x	-7%	x	4%
O=S(=O)(c1ccc(S(=O)(=O)N2CCCC2)cc1)N1CCCCCC1	-2%[5.75 µM]	-5%	-10	-2	4%	0%	0%
CCOC(=O)C1CCN(C(=O)C2CCN(c3nn4c(=O)cc(C)nc4s3)CC2)CC1	u	u	-5	-8	38%[activator]	-7%	-3%
COc1cccc(/C=C2/SC(=S)N(CC(=O)NNC(=O)c3ccccc3OC)C2=O)c1	u	12%	-6	-3	37%[activator]	0%	-5%
Cc1cc(C)n(-c2nc3ccccc3n3cnnc23)n1	0%	17%	4	-3	0%	-1%	-2%
Cc1nc(N/N=C/c2cccc(F)c2)cc(N2CCOCC2)n1	9.3µM*	u	-3	2	-26%	3%	0%
OCCC1CN(CC2CCCCC2)CCN1CC1CCCCC1 (centres undefined)	0%	-12%	-1	4	6%	6%	-2%
Cc1ccc(NC(=O)C2COc3ccccc3O2)c(C)c1 (centres undefined)	2%	37%[activator]	x	23*	0%	1%	-4%
COc1ccc(-n2nc(C(=O)NCC(=O)N3CCOCC3)c3ccccc3c2=O)c(OC)c1	-2%	10%	16	3	1%	3%	-4%
CCc1ccccc1NC(=O)CCc1c(C)nn(-c2ccc(N3CCOCC3)nn2)c1C	59%[activator]	-10%	7	5	6%	-4%	0%&1%
Cc1ccc(S(=O)(=O)n2ccnc2)cc1C	u	x	-49	-7	-1%	9%	1%
S=C(NCCOCCOCCNC(=S)Nc1ccccc1)Nc1ccccc1	-1%	6.6µM*	14	-4	12%	-3%	-26%
Cc1ccccc1NC(=O)Cn1c(=O)n(-c2ccc(CC(=O)NCC3CCCO3)cc2)c(=O)c2ccccc21 (centres undefined)	0%	-19%	6	1	6%	5%	2%&-4%
COc1cccc(/C(C)=N/NC(=O)c2cc(-c3cccnc3)nc3ccccc23)c1	u	u	-10	1	19%	4%	8%
COc1ccc(Cn2nnnc2C(c2ccccn2)N2CCN(c3cc(Cl)ccc3C)CC2)cc1 (centres undefined)	x	12µM*	5	-2	u	-1%	-7%
Cc1nn2cc(-c3ccccc3)nc2[nH]c1=O	0.66µM*	u	21	12	13%	-16%	-16%
Cc1ccc(N2CCN(C(=O)Nc3cccc([N+](=O)[O-])c3)CC2C)cc1 (centres undefined)	u	u	23	-1	-24%	0%	4%
N#Cc1ccc(C2=CC(=O)C[C@H](c3ccc4c(c3)OCO4)C2)cc1	8%	u	x	x	-22%	x	-7%

Some values from the entries so far:
LmPK inhibitor with `COc1ccc(-n2nc(C(=O)NCC(=O)N3CCOCC3)c3ccccc3c2=O)c(OC)c1` reads 3%
Pf growth 48h with `S=C(NCCOCCOCCNC(=S)Nc1ccccc1)Nc1ccccc1` reads 6.6µM*
LmPK inhibitor with `Cc1ccc(N2CCN(C(=O)Nc3cccc([N+](=O)[O-])c3)CC2C)cc1` (centres undefined) reads 0%
Tb PYK inh with `COc1ccc(Cn2nnnc2C(c2ccccn2)N2CCN(c3cc(Cl)ccc3C)CC2)cc1` (centres undefined) reads -7%
Pf growth 48h with `Cc1ccccc1NC(=O)Cn1c(=O)n(-c2ccc(CC(=O)NCC3CCCO3)cc2)c(=O)c2ccccc21` (centres undefined) reads -19%
Tb PYK inh with `COc1cccc(/C(C)=N/NC(=O)c2cc(-c3cccnc3)nc3ccccc23)c1` reads 8%

Next records follow.
SMILES	Pf growth 96h	Pf growth 48h	Shiga toxin inh	CHX counter	AMA1 RON2 block	LmPK inhibitor	Tb PYK inh
C=CCCC1(C)C(=O)N(c2ccccc2)c2ccccc21 (centres undefined)	-17%	-13%	10	4	-14%	2%	0%
N#Cc1nc(-c2ccc(OCc3ccccc3)cc2)oc1NCCN1CCOCC1	-23%	-10%	-2	-3	x	5%	x
CCCN1CCN(C(=O)Cn2nc(C)n3c(cc4sccc43)c2=O)CC1	76%[activator]	-22%	-3	6	5%	0%	1%
COc1ccc(C2CC(C(F)(F)F)n3ncc(C(=O)O)c3N2)cc1OC (centres undefined)	89%[activator]	14%	5	-3	15%	-1%	-7%
Cc1ccc(-n2c(=S)[nH]c3nc4c(cc3c2=O)COC(C)(C)C4)cc1	-13%	1%	-3	-1	52%[activator]	0%	0%
Cc1c(N2C(=O)c3cccc4cccc(c34)C2=O)c(=O)n(-c2ccccc2)n1C	u	-22%	7	-2	-3%	2%	-3%
CC(C)c1ccc(OCCCCCN2CCOCC2)cc1	34%[activator]	-11%[0.00184 µM]	116*	54*	u	3%	-1%
C/C(CC(=O)Nc1ccc(Cl)cc1Cl)=N\NC(N)=S	u	u	1	14	60%[activator]	0%	-9%
CS(=O)(=O)N1CCC(C(=O)Nc2cc(Cl)c(Cl)cc2Cl)CC1	2.1µM*	-9%	-20	5	-2%	0%	2%
Cc1cc(=O)[nH]c2c(C)cc(S(=O)(=O)Nc3ccc(O)cc3)cc12	u	35%[activator]	-22	1	0%	2%	-1%

Compound profiles, from the list above:
Results for `Cc1cc(=O)[nH]c2c(C)cc(S(=O)(=O)Nc3ccc(O)cc3)cc12` : Pf growth 96h = u; Pf growth 48h = 35%[activator]; Shiga toxin inh = -22; CHX counter = 1; AMA1 RON2 block = 0%; LmPK inhibitor = 2%; Tb PYK inh = -1%
Results for `C/C(CC(=O)Nc1ccc(Cl)cc1Cl)=N\NC(N)=S` : Pf growth 96h = u; Pf growth 48h = u; Shiga toxin inh = 1; CHX counter = 14; AMA1 RON2 block = 60%[activator]; LmPK inhibitor = 0%; Tb PYK inh = -9%

Some of these compounds in order of formula weight, lowest first:
SMILES	Pf growth 96h	Pf growth 48h	Shiga toxin inh	CHX counter	AMA1 RON2 block	LmPK inhibitor	Tb PYK inh
Cc1cc(C)n(-c2nc3ccccc3n3cnnc23)n1	0%	17%	4	-3	0%	-1%	-2%
CC(C)c1ccc(OCCCCCN2CCOCC2)cc1	34%[activator]	-11%[0.00184 µM]	116*	54*	u	3%	-1%
CCOC(=O)C1CCN(C(=O)C2CCN(c3nn4c(=O)cc(C)nc4s3)CC2)CC1	u	u	-5	-8	38%[activator]	-7%	-3%

(next part)
SMILES	Pf growth 96h	Pf growth 48h	Shiga toxin inh	CHX counter	AMA1 RON2 block	LmPK inhibitor	Tb PYK inh
CC1Cc2ccccc2N1C(=S)NC(=O)c1ccc(Cl)cc1Cl (centres undefined)	-103%	u	-8	1	54%[activator]	6%	5%
CCC(Oc1ccccc1)C(=O)N1CCN(CC)CC1 (centres undefined)	13%	x	5	0	23%	-2%	1%
Nc1nc(C2CC2)c(Sc2sc(N)nc2C2CC2)s1	u	27%	-10	2	0%	-1%	-6%
CCOC(=O)c1ccc(NC(=O)C2(c3ccc(OC)cc3)CCCC2)cc1	u	5.9µM*	11	8	10%	16%	0%
CC(C)CCN1NC2(CCCC(C)C2)NC1=S (centres undefined)	0%	u	25	8	60%[activator]	-4%	-10%
O=C(CNC(=O)OCc1ccccc1)NC1CCCCCC1	0%	10%	14	-2	55%[activator]	6%	-5%
CC(C)Cn1c(-c2ccc(Cl)cc2)cnc1SCC(=O)N1CCOCC1	u	-6%	-4	22	u	-10%	-2%
c1ccc(CC2CCN(c3ncnc4sccc34)CC2)cc1	23%	13%	41	13*	1%	4%	-16%
NC(=O)C1CCN(c2nc(-c3ccc4occc(=O)c4c3)cs2)CC1	-5%	u	x	x	x	x	-13%
CCCc1[nH]nc2c1C(c1cccnc1)C(C#N)=C(N)O2 (centres undefined)	28%	-17%	-8	-4	3%	0%	3%
Cc1ccc(OCC(=O)Nc2ccc(O)c(-c3nc4ccccc4o3)c2)cc1	82%[activator]	15%	-9	-4	63%[activator]	-4%	2%
CCCNC(=O)Nc1ccc2c(c1)nc(C)n2C	168%[activator]	56%[activator]	33	17	-6%	-2%	-3%
O=C(CCc1ccccc1)NC(=S)Nc1cccc(Br)c1	18%	8%	25	0	34%[activator]	0%	-2%
O=C(NCC1COc2ccccc2O1)c1cccc(S(=O)(=O)N2CCOCC2)c1 (centres undefined)	u	-3%	x	x	-4%	x	-4%
CC(C)CC1NC(=O)N(CC(=O)N2CCN(S(=O)(=O)c3ccccc3)CC2)C1=O (centres undefined)	23%	6%	-19	-1	-10%	-3%	3%
CCCn1c(SCc2nc(-c3cccs3)no2)nnc1-c1ccncc1	x	-19%	-4	1	4%	5%	-6%
CCOc1ccc(CC(=O)Nc2c3c(nn2C(C)(C)C)CS(=O)(=O)C3)cc1	-24%	-11%	-19	-4	12%	5%	-6%
CCCCCCCC(=O)NC(Oc1ccccc1[N+](=O)[O-])C(Cl)(Cl)Cl (centres undefined)	u	x	-1	-3	4%	2%	4%
O=C(O)[C@H](Cc1ccccc1)NC(=O)N1CCCCCC1	12%	19%	-10	-4	0%	1%	-11%
CCC(=O)Nc1c(S(=O)(=O)c2ccccc2)c2nc3ccccc3nc2n1C(C)c1ccccc1 (centres undefined)	12µM*	12µM*	-14	-2	-16%	-3%	2%
CC(=O)Nc1nc(=O)c2ccccc2s1	-28%	26%	32	-7	-5%	0%	0%
COCCn1c(=S)[nH]c2cc(C(=O)NC(C)C)ccc2c1=O	-6%	85%[activator]	-12	1	-3%	-2%	0%
O=C(CSc1nnnn1C1CC1)N1CCN(c2ccccc2F)CC1	-2%	40%[activator]	x	x	-1%	x	-1%
CC(C)c1ccccc1OCCNC(=O)c1cccnc1	54%	-18%[5.75 µM]	15	-3	-1%	-4%	0%
O=C(OCC(=O)c1ccc[nH]1)c1ccc2ccccc2n1	35%[activator]	-2%	18	19*	5%	2%	2%
CCOC(=O)CN1C(=O)N[C@@H](CCc2ccccc2)[C@H](C(C)=O)[C@H]1C	x	x	x	x	-16%	-4%[11.5 µM]	-3%
CC(O)[C@H]1CN=C(N)N1CCCCC1CCCCC1 (some centres undefined)	3.3µM*	9.3µM*	-5	-6	3%	0%	3%
